HTR5A inv ctr = HTR5A inverse agonism, opioid heterodimer counter-screen; P47898; HTR5A cell line, luminescence; inhibition, % at 9.3 µM; actives 0.083% (n = 340,000); in the data active = inhibition mostly above about 23%, no sharp cut-off; inactive = mostly below about 18%;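 note: 0% = cells with DMSO and 100% = no-cell wells with DMSO; some compounds called inactive have numbers as strong as hits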
Target sequence (P47898 whole entry, looked up): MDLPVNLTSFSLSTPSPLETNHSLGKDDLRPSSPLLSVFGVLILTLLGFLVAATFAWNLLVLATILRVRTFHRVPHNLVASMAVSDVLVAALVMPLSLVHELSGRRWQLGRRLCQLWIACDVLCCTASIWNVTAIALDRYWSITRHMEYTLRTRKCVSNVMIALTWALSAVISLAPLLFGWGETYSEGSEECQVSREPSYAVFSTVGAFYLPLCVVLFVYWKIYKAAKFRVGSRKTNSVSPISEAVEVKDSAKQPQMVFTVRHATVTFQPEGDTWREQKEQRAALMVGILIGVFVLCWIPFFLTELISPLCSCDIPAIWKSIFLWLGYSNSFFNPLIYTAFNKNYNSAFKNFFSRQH
Cardiac RTF inh = cardiac RTF calcium desensitization | IANBD-labeled cardiac RTF, Ca2+ fluorescence | inhibition, % at 7.15 µM | actives 0.12% (n = 340,000) | AID 493244;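 active = inhibition above the mean inhibition of all tested compounds plus 3 SD, cut at about 17% in these data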;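 note: assay run at fixed EC70 calcium of 1.6 mM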
CAL-PDZ inh HTS = CAL PDZ (human) peptide binding inhibition | Q9HD26 | purified CAL PDZ, TMR-peptide fluorescence polarization, 1 h | inhibition, % at 24.9 µM | actives 0.92% (n = 300,000) | AID 602252;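 active = mean inhibition of at least 30% with at least half of replicates also reaching 30%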;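 note: 0% = DMSO neutral control and 100% = excess unlabeled competitor peptide PRC23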
LANA DNA inh = KSHV C-LANA DNA binding inhibition | MBP-C-LANA/FAM-LBS DNA binding, fluorescence polarization | actives 0.078% (n = 340,000) | inhibition, % at 9 µM;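 active = highest replicate inhibition at or above 60% at 9 µM, even if other replicates fall short; inactive = all replicates below 60% inhibition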;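 note: 0% = neutral control wells and 100% = 4 µM acridine orange control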
MOR-DOR inv ag = mu-delta opioid heterodimer inverse agonism | P35372+P41143 | cell-based MOR-DOR heterodimer luminescence | inhibition, % at 9.3 µM | actives 0.21% (n = 340,000); in the data active = inhibition above about 22%, passing the limit was not always enough;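 note: 0% = cells with DMSO and 100% = wells without cells with DMSO; values of inactives mirror those of a sister screen read the other way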
V-ATPase pH = alters yeast V-ATPase proton transport; S. cerevisiae, pHLuorin cytosolic pH fluorescence; actives 0.37% (n = 350,000); response, % at 10 µM; in the data active = response mostly above about 7.3%, no sharp cut-off; inactive = mostly below about 5.4%; note: actives read high; inactives centre near 0; some compounds called inactive have numbers as strong as hits; reference of the scale not given here
MOR-DOR ag = agonists of human mu-delta opioid receptor heterodimerization | cells, OPRM1-OPRD1 heterodimerization, luminescence | actives 0.3% (n = 340,000) | activation, % at 9.3 µM; in the data active = activation above about 18%;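 note: 0% = vehicle-treated cells and 100% = reference agonist; values of inactives mirror those of a sister screen read the other way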
Keap1 Nrf2 FP = disrupts human Keap1 binding to Nrf2 peptide. Q14145. Keap1 Kelch-Nrf2 peptide fluorescence polarization, 1536-well. inhibition, % at 9.4 µM. actives 0.15% (n = 340,000). AID 504523; in the data active = inhibition above about 12%;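 note: human Keap1 Kelch domain with fluorescein labeled Nrf2 9mer peptide probe; 0% = neutral control wells and 100% = peptide positive control; higher means more block of Keap1 binding to Nrf2 peptide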
Target sequence (Q14145 whole entry, looked up, the tested form may be a part): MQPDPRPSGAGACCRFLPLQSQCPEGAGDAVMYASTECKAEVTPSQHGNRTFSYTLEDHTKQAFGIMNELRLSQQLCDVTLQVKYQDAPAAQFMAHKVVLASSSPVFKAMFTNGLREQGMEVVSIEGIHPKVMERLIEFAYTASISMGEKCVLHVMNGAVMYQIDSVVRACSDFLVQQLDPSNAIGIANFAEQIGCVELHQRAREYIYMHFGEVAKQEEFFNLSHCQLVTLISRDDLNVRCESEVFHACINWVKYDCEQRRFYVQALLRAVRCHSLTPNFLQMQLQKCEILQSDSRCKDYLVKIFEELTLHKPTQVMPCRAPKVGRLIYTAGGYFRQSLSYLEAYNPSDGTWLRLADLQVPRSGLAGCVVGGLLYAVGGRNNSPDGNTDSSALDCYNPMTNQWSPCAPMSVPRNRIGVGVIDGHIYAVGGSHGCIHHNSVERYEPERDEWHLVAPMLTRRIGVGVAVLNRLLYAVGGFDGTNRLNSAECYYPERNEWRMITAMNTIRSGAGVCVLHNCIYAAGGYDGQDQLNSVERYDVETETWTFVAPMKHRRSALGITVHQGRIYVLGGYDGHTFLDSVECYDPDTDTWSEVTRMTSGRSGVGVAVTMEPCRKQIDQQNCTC
RTF Ca sens act = cardiac RTF calcium sensitization | IANBD-labeled TnC RTF fluorescence at EC20 calcium; 0% EC20 calcium, 100% full calcium | activation, % at 7.2 µM | actives 0.24% (n = 340,000) | AID 493008;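 active = activation above the mean over all tested compounds plus 3 SD, cut at about 30% in these data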;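 note: rise in fluorescence read as greater calcium sensitivity of cardiac thin filaments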
HTR5A ag ctr = activates human HTR5A in OPRM1-OPRD1 agonist counter-screen | P47898 | HTR5A agonist assay, luminescence, cell-based | activation, % at 9.3 µM | actives 0.61% (n = 340,000); in the data active = activation mostly above about 9.5%, no sharp cut-off; inactive = mostly below about 7.6%;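 note: 0% = cells with vehicle only and 100% = reference agonist; strong numbers were not always called active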
* marks the source's active call; other numbers are inactive results. Rows are unselected, and some 2.8% of all compounds hit somewhere here.

Results for CCN1CCCC1CNC(=O)C(=O)NC(C)c1ccccc1 (configuration not stated) ?
HTR5A inv ctr: 2; Cardiac RTF inh: -1; CAL-PDZ inh HTS: -2; LANA DNA inh: 2.6; MOR-DOR inv ag: 17; V-ATPase pH: -2; MOR-DOR ag: -3.4; Keap1 Nrf2 FP: 0; RTF Ca sens act: 4; HTR5A ag ctr: -1

How did CC(=O)CCc1c(C)nc2ccc(C(=O)O)cc2c1Cl do in these assays?
HTR5A inv ctr: -52; Cardiac RTF inh: -4; CAL-PDZ inh HTS: -1; LANA DNA inh: 1.0; MOR-DOR inv ag: -3; V-ATPase pH: 4; MOR-DOR ag: 0.5; Keap1 Nrf2 FP: -1; RTF Ca sens act: 12; HTR5A ag ctr: 2

How did Cc1csc(NC(=O)c2cc(=O)[nH]c3ccc(S(=O)(=O)N4CCOCC4)cc23)n1 do in these assays?
HTR5A inv ctr: -3; Cardiac RTF inh: 2; CAL-PDZ inh HTS: -2; LANA DNA inh: -1.1; MOR-DOR inv ag: 12; V-ATPase pH: 1; MOR-DOR ag: -2.5; Keap1 Nrf2 FP: 1; RTF Ca sens act: 0; HTR5A ag ctr: 1

What do the screens show for `Cn1ncc(Br)c1C(=O)NC1CCCCCCC1`?
HTR5A inv ctr: -4; Cardiac RTF inh: -3; CAL-PDZ inh HTS: -4; LANA DNA inh: -1.1; MOR-DOR inv ag: 6; V-ATPase pH: 2; MOR-DOR ag: -1.1; Keap1 Nrf2 FP: -2; RTF Ca sens act: 1; HTR5A ag ctr: -1

How did O=C(Cc1ccccc1)N/N=C/c1ccc([N+](=O)[O-])s1 do in these assays?
HTR5A inv ctr: -28; Cardiac RTF inh: -5; CAL-PDZ inh HTS: -4; LANA DNA inh: 3.6; MOR-DOR inv ag: -50; V-ATPase pH: -3; MOR-DOR ag: 9.1; Keap1 Nrf2 FP: 3; RTF Ca sens act: -4; HTR5A ag ctr: 10

How did CCOC(=O)c1c(NC(=O)CN2C(=O)NC3(CCCCCC3)C2=O)sc(C)c1-c1ccc(C)cc1 do in these assays?
HTR5A inv ctr: -63; Cardiac RTF inh: -4; CAL-PDZ inh HTS: -2; LANA DNA inh: 0.3; MOR-DOR inv ag: -4; V-ATPase pH: -6; MOR-DOR ag: 0.8; Keap1 Nrf2 FP: -5; RTF Ca sens act: -2; HTR5A ag ctr: -3

Results for Cc1ccc(NC(=O)CSc2ncccn2)cc1F ?
HTR5A inv ctr: 13; Cardiac RTF inh: 0; CAL-PDZ inh HTS: -4; LANA DNA inh: -0.2; MOR-DOR inv ag: 12; V-ATPase pH: -3; MOR-DOR ag: -2.2; Keap1 Nrf2 FP: 0; RTF Ca sens act: 0; HTR5A ag ctr: 0

Results for O=C(O)COc1c(Cl)cc(/C=C2\NC(=O)NC2=O)cc1Br ?
HTR5A inv ctr: -18; Cardiac RTF inh: 11; CAL-PDZ inh HTS: -4; LANA DNA inh: -2.7; MOR-DOR inv ag: 0; V-ATPase pH: 10; MOR-DOR ag: 0.1; Keap1 Nrf2 FP: 3; RTF Ca sens act: -4; HTR5A ag ctr: -2

Results for O=C(NNc1ccccc1F)C1CCC1 ?
HTR5A inv ctr: 21; Cardiac RTF inh: 5; CAL-PDZ inh HTS: -3; LANA DNA inh: 1.3; MOR-DOR inv ag: 7; V-ATPase pH: 2; MOR-DOR ag: -1.5; Keap1 Nrf2 FP: -4; RTF Ca sens act: -2; HTR5A ag ctr: 1

Results for CC1CC(C)CN(C(=O)C(NS(=O)(=O)c2ccc3c(c2)oc(=O)n3C)C(C)C)C1 (configuration not stated) ?
HTR5A inv ctr: -11; Cardiac RTF inh: -3; CAL-PDZ inh HTS: -1; LANA DNA inh: 0.8; MOR-DOR inv ag: 17; V-ATPase pH: 1; MOR-DOR ag: -3.4; Keap1 Nrf2 FP: -3; RTF Ca sens act: -2; HTR5A ag ctr: 4

How did CC(C)[C@H](NC(=O)[C@H](Cc1ccccc1)n1c(=O)[nH]c2ccccc2c1=O)C(=O)N[C@@H](Cc1ccccc1)C(=O)O do in these assays?
HTR5A inv ctr: 0; Cardiac RTF inh: -6; CAL-PDZ inh HTS: -1; LANA DNA inh: 1.2; MOR-DOR inv ag: -3; V-ATPase pH: -3; MOR-DOR ag: 0.5; Keap1 Nrf2 FP: 3; RTF Ca sens act: 0; HTR5A ag ctr: -1

What do the screens show for `Cc1ccc(-c2nc(CN(C)C3CCOC3)c(C)o2)s1` (configuration not stated)?
HTR5A inv ctr: -26; Cardiac RTF inh: 1; LANA DNA inh: -0.8; MOR-DOR inv ag: 10; V-ATPase pH: 0; MOR-DOR ag: -1.9; Keap1 Nrf2 FP: 3; RTF Ca sens act: 0; HTR5A ag ctr: 8

How did COCc1c(C(=O)N(C)Cc2ccccc2N2CCCC2)oc2ccccc12 do in these assays?
HTR5A inv ctr: 0; Cardiac RTF inh: 3; CAL-PDZ inh HTS: -5; LANA DNA inh: -0.7; MOR-DOR inv ag: 3; V-ATPase pH: -2; MOR-DOR ag: -0.6; Keap1 Nrf2 FP: 4; RTF Ca sens act: -12; HTR5A ag ctr: 0

What do the screens show for `Cc1nc(C(=O)Nc2ccc(Cl)cc2)sc1C1(C)CC(c2cccc([N+](=O)[O-])c2)=NO1` (configuration not stated)?
HTR5A inv ctr: 1; Cardiac RTF inh: 2; CAL-PDZ inh HTS: 0; LANA DNA inh: -2.0; MOR-DOR inv ag: -1; V-ATPase pH: 10.0*; MOR-DOR ag: 0.3; Keap1 Nrf2 FP: -7; RTF Ca sens act: 5; HTR5A ag ctr: 4

What do the screens show for `O=C(CCCCCn1c(=O)[nH]c2ccsc2c1=O)NCc1ccc(F)cc1`?
HTR5A inv ctr: -4; Cardiac RTF inh: 2; CAL-PDZ inh HTS: 1; LANA DNA inh: 0.2; MOR-DOR inv ag: 16; V-ATPase pH: 0; MOR-DOR ag: -3.0; Keap1 Nrf2 FP: -3; RTF Ca sens act: 0; HTR5A ag ctr: 0

Results for O=C(CSc1nnc(-c2ccccc2)c(-c2ccccc2)n1)N1CCOCC1 ?
HTR5A inv ctr: -3; Cardiac RTF inh: -4; CAL-PDZ inh HTS: 7; LANA DNA inh: -1.7; MOR-DOR inv ag: 10; V-ATPase pH: 0; MOR-DOR ag: -1.8; Keap1 Nrf2 FP: -5; RTF Ca sens act: 2; HTR5A ag ctr: -7

How did CC(C)(C)NC(=O)Cn1c(SCC(=O)NC2CC2)nc2ccccc21 do in these assays?
Cardiac RTF inh: 7; CAL-PDZ inh HTS: -3; LANA DNA inh: -1.1; V-ATPase pH: 6; Keap1 Nrf2 FP: -2; RTF Ca sens act: -5

What do the screens show for `COc1ccc(C(CNC(=O)c2cc(F)c(F)c(F)c2F)N2CCOCC2)cc1` (configuration not stated)?
HTR5A inv ctr: -5; Cardiac RTF inh: 7; CAL-PDZ inh HTS: -4; LANA DNA inh: 0.9; MOR-DOR inv ag: -3; V-ATPase pH: 0; MOR-DOR ag: 0.6; Keap1 Nrf2 FP: -1; RTF Ca sens act: -5; HTR5A ag ctr: 2

How did CC1CCN(S(=O)(=O)c2cccc(C(=O)Nc3ccccn3)c2)CC1 do in these assays?
HTR5A inv ctr: -10; Cardiac RTF inh: -1; CAL-PDZ inh HTS: -1; LANA DNA inh: 2.5; MOR-DOR inv ag: 2; V-ATPase pH: -2; MOR-DOR ag: -0.4; Keap1 Nrf2 FP: -1; RTF Ca sens act: 1; HTR5A ag ctr: -4

What do the screens show for `COc1cc(-c2n[nH]c(=S)n2-c2ccccc2C(F)(F)F)cc(OC)c1OC`?
HTR5A inv ctr: 6; Cardiac RTF inh: -1; CAL-PDZ inh HTS: -4; LANA DNA inh: -0.9; MOR-DOR inv ag: -7; V-ATPase pH: 4; MOR-DOR ag: 1.4; Keap1 Nrf2 FP: 0; RTF Ca sens act: -2; HTR5A ag ctr: -3

By substructure, the entries above with a nitro group on carbon.
How did O=C(Cc1ccccc1)N/N=C/c1ccc([N+](=O)[O-])s1 do in these assays?
HTR5A inv ctr: -28; Cardiac RTF inh: -5; CAL-PDZ inh HTS: -4; LANA DNA inh: 3.6; MOR-DOR inv ag: -50; V-ATPase pH: -3; MOR-DOR ag: 9.1; Keap1 Nrf2 FP: 3; RTF Ca sens act: -4; HTR5A ag ctr: 10

What do the screens show for `Cc1nc(C(=O)Nc2ccc(Cl)cc2)sc1C1(C)CC(c2cccc([N+](=O)[O-])c2)=NO1` (configuration not stated)?
HTR5A inv ctr: 1; Cardiac RTF inh: 2; CAL-PDZ inh HTS: 0; LANA DNA inh: -2.0; MOR-DOR inv ag: -1; V-ATPase pH: 10.0*; MOR-DOR ag: 0.3; Keap1 Nrf2 FP: -7; RTF Ca sens act: 5; HTR5A ag ctr: 4

(more compounds)
How did CC(C(=O)Nc1ccccc1Sc1ccccc1)N(c1ccccc1)S(C)(=O)=O (configuration not stated) do in these assays?
HTR5A inv ctr: 0; Cardiac RTF inh: -8; CAL-PDZ inh HTS: -2; LANA DNA inh: -1.9; MOR-DOR inv ag: 6; V-ATPase pH: 0; MOR-DOR ag: -1.4; Keap1 Nrf2 FP: 2; RTF Ca sens act: 1; HTR5A ag ctr: 7

How did Oc1c(Cl)cc(CN2CCCCC2)c2cccnc12 do in these assays?
HTR5A inv ctr: -18; Cardiac RTF inh: -3; CAL-PDZ inh HTS: -4; LANA DNA inh: -3.4; MOR-DOR inv ag: -3; V-ATPase pH: -2; MOR-DOR ag: 0.7; Keap1 Nrf2 FP: -6; RTF Ca sens act: 12; HTR5A ag ctr: 5

Results for CCN(CC)CCN(C(=O)c1ccc2c(c1)CCCC2)c1nc2ccc(F)cc2s1 ?
HTR5A inv ctr: -9; Cardiac RTF inh: -7; CAL-PDZ inh HTS: -3; LANA DNA inh: -0.3; MOR-DOR inv ag: -33; V-ATPase pH: 1; MOR-DOR ag: 6.3; Keap1 Nrf2 FP: -2; RTF Ca sens act: -2; HTR5A ag ctr: 3

What do the screens show for `CC(=O)NCCn1c(SCC(=O)OCc2ccccc2)nc2ccccc2c1=O`?
HTR5A inv ctr: -6; Cardiac RTF inh: 0; CAL-PDZ inh HTS: -2; LANA DNA inh: -0.1; MOR-DOR inv ag: 7; V-ATPase pH: 0; MOR-DOR ag: -1.4; Keap1 Nrf2 FP: -1; RTF Ca sens act: 6; HTR5A ag ctr: 0

Results for Cc1ccc(S(=O)(=O)NCC(c2cccnc2)N(C)C)cc1 (configuration not stated) ?
HTR5A inv ctr: -16; Cardiac RTF inh: 1; CAL-PDZ inh HTS: 3; LANA DNA inh: 1.8; MOR-DOR inv ag: 14; V-ATPase pH: -3; MOR-DOR ag: -2.4; Keap1 Nrf2 FP: 0; RTF Ca sens act: -6; HTR5A ag ctr: 2

Screening data (PubChem BioAssay)
